Assay outcomes deposited in PubChem BioAssay by several laboratories.
ARFGAP1 inhibitor – rat ARFGAP1 inhibition; Q62848; Arfgap1-stimulated ARF1 GTP hydrolysis, GDP FP detection; inhibition, % at 16.5 µM; hit rate 0.26% among 360,000;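 active means inhibition above a per-plate limit, mean inhibition of low control wells plus 3 SD, cut at about 25% in these data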;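 further: 0% = DMSO wells with enzyme and 100% = wells lacking Arfgap1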
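Material: truncated rat Arfgap1 GAP domain; Incubation: compound-enzyme preincubation 20 min, reaction 120 min, detection 60 min, 25 °C; Read-out: percent inhibition of Arfgap1-stimulated GTP hydrolysis; Technique: FP, GDP Alexa 633 tracer displaced from anti-GDP antibody, 620/688 nm; Controls: No-Arfgap1 wells (100%) versus DMSO full-reaction wells (0%); Replication: single well per compound.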
PG9 binder – PG9 antibody binding by small molecule. TR-FRET gp120-PG9 antibody binding. inhibition, % at 6.7 µM. hit rate 0.43% among 360,000. AID 624416; in the data active means inhibition above about 8.5%
rCAG RNA binder – molecules binding r(CAG) RNA repeats; r(CAG) RNA repeat, TO-PRO-1 dye displacement fluorescence; inhibition, % at 3 µM; hit rate 1.3% among 370,000; AID 651821;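 active means inhibition above the plate cutoff, the mean of all test compounds on that plate plus 3 SD, cut at about 35% in these data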;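 further: 0% = DMSO alone and 100% = 100 µM mitoxantrone as full dye displacement; higher means more dye released from RNA so lower well fluorescence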
ASAP1 GAP inh – inhibitors of human ASAP1 ArfGAP activity; hit rate 0.19% among 360,000; inhibition, % at 16.5 µM; Q9ULH1; AID 624377; ASAP1-stimulated ARF1 GTP hydrolysis, GDP FP detection; in the data active means inhibition above about 25%;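 further: 0% = vehicle with enzyme and substrate and 100% = no enzyme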
GC-B act – GC-B (human) receptor activation. hit rate 0.11% among 370,000. activation, % at 10 µM. HEK293-GC-B cells, CNP EC30, cGMP TR-FRET; 0% at EC30 CNP, 100% saturating CNP. P20594;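 active means activation at 10 µM reaching about 35% in either raw or pattern-adjusted values, limit read from the data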
mABHD4 FP – inhibitors of mouse ABHD4. inhibition, % at 8.92 µM. AID 720543. hit rate 0.54% among 370,000. Q8VD66. purified mABHD4, FP-Rh probe fluorescence polarization;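 active means inhibition exceeding the mean over every tested compound plus 3 SD, cut at about 30% in these data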;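 further: 0% = plate median of compound wells and 100% = S159A mutant with DMSO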
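Assay system: Wild-type mouse ABHD4 protein | Medium: HEPES pH 7.0 buffer, 150 mM NaCl, 0.01% Pluronic F-127 | Incubation: Enzyme–compound pre-incubation 45 min, then probe 60 min, both 25 °C | Technique: Fluorescence polarization with parallel and perpendicular emission, 525/598 nm | Evaluation: % inhibition of FP-Rh probe binding versus controls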
NPR1 activator – GC-A (human) enzyme activation | hit rate 0.14% among 370,000 | AID 1671463 | activation, % at 10 µM | HEK293 GC-A cells, cGMP TR-FRET, EC30 ANP; 0% at EC30 ANP, 100% saturating ANP | P16066; in the data active means activation above about 40%
Target sequence (P16066 whole entry, looked up): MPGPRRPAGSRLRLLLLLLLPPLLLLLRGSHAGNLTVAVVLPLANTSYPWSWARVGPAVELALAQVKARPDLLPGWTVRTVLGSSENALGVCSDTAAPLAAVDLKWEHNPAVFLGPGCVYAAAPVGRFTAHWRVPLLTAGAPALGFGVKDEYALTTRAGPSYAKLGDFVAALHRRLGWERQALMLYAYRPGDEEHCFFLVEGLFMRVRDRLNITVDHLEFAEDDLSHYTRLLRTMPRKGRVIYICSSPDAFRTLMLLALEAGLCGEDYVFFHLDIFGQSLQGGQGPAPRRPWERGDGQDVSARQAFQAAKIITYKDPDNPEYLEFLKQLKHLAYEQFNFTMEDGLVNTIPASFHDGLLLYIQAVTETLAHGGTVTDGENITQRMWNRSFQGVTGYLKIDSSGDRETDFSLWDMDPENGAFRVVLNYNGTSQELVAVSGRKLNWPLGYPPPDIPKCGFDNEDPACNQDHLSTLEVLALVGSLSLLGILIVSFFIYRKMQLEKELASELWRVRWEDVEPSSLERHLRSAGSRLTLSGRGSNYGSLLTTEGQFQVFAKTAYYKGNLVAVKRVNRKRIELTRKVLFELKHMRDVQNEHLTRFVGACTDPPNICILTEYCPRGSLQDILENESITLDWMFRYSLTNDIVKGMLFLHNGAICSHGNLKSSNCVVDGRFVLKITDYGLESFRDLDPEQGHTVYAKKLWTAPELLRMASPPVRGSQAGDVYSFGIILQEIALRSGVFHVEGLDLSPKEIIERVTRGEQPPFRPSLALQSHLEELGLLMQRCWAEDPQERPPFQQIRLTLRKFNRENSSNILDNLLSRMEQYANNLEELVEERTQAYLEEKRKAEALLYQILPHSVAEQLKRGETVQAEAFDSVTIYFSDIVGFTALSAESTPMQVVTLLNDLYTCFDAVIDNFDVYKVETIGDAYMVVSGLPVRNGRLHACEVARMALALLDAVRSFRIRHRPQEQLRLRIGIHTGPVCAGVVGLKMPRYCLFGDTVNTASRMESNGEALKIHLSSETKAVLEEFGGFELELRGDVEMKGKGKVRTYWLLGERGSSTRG
HTRA1 inh – inhibitors of human serine peptidase HTRA1; Q92743; recombinant HTRA1, FP-rhodamine activity-based probe, fluorescence polarization; inhibition, % at 5.96 µM; hit rate 0.5% among 340,000; AID 504803; in the data active means inhibition above about 36%;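 further: 0% = enzyme with DMSO and 100% = wells lacking enzyme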
SMARCA2 act – increases SMARCA2 function in MMTV reporter cells; AID 652017; MG213 cells, MMTV-luciferase reporter, dexamethasone, overnight; activation, % at 9.1 µM; hit rate 1% among 370,000; in the data active means activation above about 7.8%;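 further: 0% = vehicle wells and 100% = reference activator wells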
Rev-erbA mod – modulators of human Rev-erb alpha DNA binding | P20393 | Rev-erbα–FITC-DNA binding, fluorescence polarization, 90 min | activity, % at 10 µM | hit rate 0.79% among 370,000 | AID 1259318;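 active means activity above about 14%, limit read from the data; passing the limit was not always enough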;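 further: 0% = DMSO wells with 35 nM protein and 100% = DMSO wells with 750 nM protein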
Numbers without * were called inactive; / = no result given.

SMILES	ARFGAP1 inhibitor	PG9 binder	rCAG RNA binder	ASAP1 GAP inh	GC-B act	mABHD4 FP	NPR1 activator	HTRA1 inh	SMARCA2 act	Rev-erbA mod
O=C1C=C(NCCc2ccccc2)C2(CCCCC2)O1	8	2.9	-1	0	-6	-1	3	3	-4	-4
Cc1ccc(CNC(=O)CC2(CC3=NS(=O)(=O)c4ccccc4N3)CCCC2)cc1	5	1.4	4	6	-3	-31	1	-21	-2	-7
CCOC(=O)NC1=NCC(C)(C)S1	6	0.6	-1	0	0	0	1	2	-1	-5
CCCNC(=O)CSc1ccc(S(=O)(=O)N(C)C2CCCCC2)cn1	-3	1.6	1	8	2	4	-2	-3	-3	-1
CCCCN(C(=O)c1cccc(-n2cccc2)c1)c1c(N)n(CCCC)c(=O)[nH]c1=O	-2	-1.9	29	1	1	0	-8	-10	4	-31
CCOc1ccc(NS(=O)(=O)c2ccc(Cl)c(N=Nc3c(O)[nH]c(=S)[nH]c3=O)c2)cc1Br	-8	-1.5	93*	-6	-3	39*	-1	15	-1	-4
CCn1nnnc1NCc1ccc(N2CCCC2)cc1	5	2.4	8	13	-2	-1	-1	17	-1	-25
CCOC(=O)CC(NC(=O)Cn1nnc(-c2ccccc2F)n1)c1ccccc1Cl (configuration not stated)	0	-0.4	2	-6	3	-9	1	-8	-1	-3
CCOC(=O)C1CCCN(C(=O)N2CCOCC2)C1 (configuration not stated)	5	0.7	3	-6	-4	-2	4	6	-2	4
Cc1ccccc1N1C(S)=C(C#N)C(=O)NC12CCCCC2	8	0.0	1	5	7	-9	6	-1	-1	6
CCOC(=O)N1CCN(C(=O)CSc2nc(-c3cccc(C)c3)ns2)CC1	3	-0.1	-5	-8	-2	1	5	-9	-2	2
CC(C)Cn1c(Br)nc2c1c(=O)n(CCC#N)c(=O)n2C	10	-0.4	-6	17	8	5	5	-4	0	6
CCOC(OCC)P(=O)(C(C)C)C(C)C	8	0.6	-5	-20	6	1	5	4	2	-3
CC(OC(=O)/C=C/c1cccc(Cl)c1)C(=O)NC1CCCCC1C (configuration not stated)	6	-1.1	-1	6	0	3	-2	4	0	4
Cc1ccc(Oc2ccc(S(=O)(=O)NCC(C)(C)N3CCOCC3)cc2)cc1	-2	-0.6	-5	-12	2	1	5	-8	-4	2
C[C@H]1[C@@H](OC(=O)Nc2cccc(Cl)c2)CC[C@@]23CCCN2C(=O)CCC[C@@H]13	/	/	/	/	0	0	-5	/	/	-4
O=C(CN(c1ccc(Cl)c(C(F)(F)F)c1)S(=O)(=O)c1ccccc1)N1CCOCC1	-11	-0.8	-4	4	-15	-6	-7	1	2	-2
COC(=O)c1ccsc1NC(=O)CCS(=O)(=O)c1ccccc1	1	-1.0	3	2	1	-3	-1	-5	-2	1
CSc1cccc(CNC(=O)C2CCC(=O)N(CCc3ccccn3)C2)c1 (configuration not stated)	20	-1.4	-3	-2	0	-1	-1	-8	6	-2
Cc1ccccc1C(=O)NCC(=O)NC1CC1	-1	-1.0	4	4	1	2	4	0	-2	0
CC(C)(C)c1ccc(C(=O)N2CCCC2c2cccs2)cc1 (configuration not stated)	-15	0.4	-9	-15	3	1	0	-8	-3	5
CC(C)(C)C1CCSC2=NCCC[C@]2(c2ccccc2)C1 (some centres not stated)	9	1.6	1	11	-3	3	-2	/	-2	-6
CCCCn1c(NS(=O)(=O)c2ccc(C)cc2)c(S(=O)(=O)c2ccccc2)c2nc3ccccc3nc21	9	-1.2	5	18	8	-5	-2	17	0	0
COc1ccc(C(CC(=O)N2CCCCC2)c2c(O)cc(OC)cc2OC)cc1 (configuration not stated)	9	-0.5	-1	4	-7	5	0	-8	0	-3
CCOc1cccc(C(=O)NNC(=O)CCC(=O)O)c1	6	-0.4	2	-13	1	7	5	5	-2	-2
O=S1(=O)CC(N2CCC(c3ccccc3)CC2)CN1Cc1cn(Cc2ccc(C(F)(F)F)cc2)nn1 (configuration not stated)	-8	0.5	-1	0	-6	0	-6	/	-4	8
Cc1ccc2nc(SCC(=O)Nc3ccc4c(c3)OCCO4)[nH]c2c1	-2	0.7	-1	3	-3	1	3	-11	-1	9
Cc1ccc(Oc2ccc(NC(=O)c3ccco3)cc2)cc1	-8	0.6	-1	-2	-4	-17	4	-47	0	-2
O=S1(=O)N=C(Nc2ccc(O)cc2)c2ccccc21	8	-0.2	1	15	-1	9	-1	-14	-3	-4
O=C(NCC(=O)N(CC1CCCO1)C(C(=O)NC1CCCC1)c1ccc(F)cc1)c1ccco1 (configuration not stated)	-2	0.6	-6	1	2	-2	6	-7	1	3
COC(=O)[C@]12CCCCC=C1N(Cc1ccc3c(c1)OCO3)C(=O)[C@H](CC(=O)N1CCOCC1)C2	-3	-0.6	-1	4	10	-3	1	/	0	-3
COc1ccc(CC(=O)Nc2ccccc2N2CCCC2)cc1OC	7	-1.9	-5	9	2	10	1	5	2	-4
COc1cccc(CNC(=O)[C@@H]2CCCN2C(=O)[C@@H]2CCCN2C(=O)c2ccccc2)c1	-4	0.4	0	9	5	-12	-6	/	-5	-1
CCCOc1ccc(/C(O)=C2/C(=O)C(=O)N(CCCOC)C2c2ccncc2)cc1 (configuration not stated)	-9	-2.6	0	-1	-8	-5	-3	-1	0	4
COc1ccc(CCNC(=O)c2ccc(N(C)S(=O)(=O)c3ccc(C)cc3)cc2)cc1OC	2	0.2	1	-12	4	0	-1	-17	-3	3
CCn1c(CNC(=O)Cc2ccc(OC)cc2)nnc1SCC(=O)c1ccc(Br)cc1	/	/	/	/	-3	/	13	-5	/	-2

Arranged by count of non-hydrogen atoms (highest first): eleven of the compounds above
SMILES	ARFGAP1 inhibitor	PG9 binder	rCAG RNA binder	ASAP1 GAP inh	GC-B act	mABHD4 FP	NPR1 activator	HTRA1 inh	SMARCA2 act	Rev-erbA mod
CCCCn1c(NS(=O)(=O)c2ccc(C)cc2)c(S(=O)(=O)c2ccccc2)c2nc3ccccc3nc21	9	-1.2	5	18	8	-5	-2	17	0	0
COC(=O)[C@]12CCCCC=C1N(Cc1ccc3c(c1)OCO3)C(=O)[C@H](CC(=O)N1CCOCC1)C2	-3	-0.6	-1	4	10	-3	1	/	0	-3
O=C(NCC(=O)N(CC1CCCO1)C(C(=O)NC1CCCC1)c1ccc(F)cc1)c1ccco1 (configuration not stated)	-2	0.6	-6	1	2	-2	6	-7	1	3
COc1ccc(CCNC(=O)c2ccc(N(C)S(=O)(=O)c3ccc(C)cc3)cc2)cc1OC	2	0.2	1	-12	4	0	-1	-17	-3	3
CCn1c(CNC(=O)Cc2ccc(OC)cc2)nnc1SCC(=O)c1ccc(Br)cc1	/	/	/	/	-3	/	13	-5	/	-2
CCCOc1ccc(/C(O)=C2/C(=O)C(=O)N(CCCOC)C2c2ccncc2)cc1 (configuration not stated)	-9	-2.6	0	-1	-8	-5	-3	-1	0	4
COc1ccc(C(CC(=O)N2CCCCC2)c2c(O)cc(OC)cc2OC)cc1 (configuration not stated)	9	-0.5	-1	4	-7	5	0	-8	0	-3
COc1ccc(CC(=O)Nc2ccccc2N2CCCC2)cc1OC	7	-1.9	-5	9	2	10	1	5	2	-4
Cc1ccc(Oc2ccc(NC(=O)c3ccco3)cc2)cc1	-8	0.6	-1	-2	-4	-17	4	-47	0	-2
CCOc1cccc(C(=O)NNC(=O)CCC(=O)O)c1	6	-0.4	2	-13	1	7	5	5	-2	-2
O=S1(=O)N=C(Nc2ccc(O)cc2)c2ccccc21	8	-0.2	1	15	-1	9	-1	-14	-3	-4

Next section:
SMILES	ARFGAP1 inhibitor	PG9 binder	rCAG RNA binder	ASAP1 GAP inh	GC-B act	mABHD4 FP	NPR1 activator	HTRA1 inh	SMARCA2 act	Rev-erbA mod
CCOC(=O)C1CCN(C(=O)CNC(=O)c2nn(-c3ccc(OC)c(OC)c3)c(=O)c3ccccc23)CC1	3	0.1	-6	-12	2	0	4	1	2	1
CCCCC(=O)Nc1ccc(N2CCN(C(=O)c3ccco3)CC2)cc1	10	-2.7	-5	3	1	2	-1	7	-2	2
Cc1cc(NC(=O)c2nn(C)c(C)c2[N+](=O)[O-])no1	-3	-1.2	-3	-4	6	3	1	-2	1	0
Cc1cc(C)n(-c2ccc(N3CCOCC3)nn2)n1	-8	-0.1	4	-8	-10	0	-4	-5	2	1
Cc1cc(C)c2c(c1)NC(=O)C2(O)CC(=O)c1cccs1 (configuration not stated)	6	-0.7	-1	10	0	3	3	-2	-2	-7
Cc1ccsc1/C=N/Nc1nc2ccccc2s1	-3	-1.3	20	13	-3	29	11	28	0	2
Cc1ccc(S(=O)(=O)Nc2nnc(C(C)(C)C)s2)cc1	-10	0.0	11	5	-1	2	1	10	-1	3
CSc1ccc(CNC(=O)c2ccc(NC(=O)C3=CSCCO3)cc2)cc1	11	1.3	4	8	-1	-2	-6	-7	2	-6
O=C(NC1CCCCN(Cc2ccc(Cl)cc2)C1=O)c1cccc(F)c1 (configuration not stated)	/	/	4	/	-4	-2	0	/	-2	3
Cc1c(C(=O)c2ccc([N+](=O)[O-])cc2)c(=O)n(C)c(=O)n1C	-9	-0.4	0	10	4	1	1	-2	1	1
CN(c1ccccc1)S(=O)(=O)c1cccc(C(=O)N2CCCCCC2)c1	-3	-0.7	-3	-10	-3	1	-1	-3	2	-1
CCC1CCCCN1C(=S)NC1CCCCC1 (configuration not stated)	8	-1.5	-3	7	-4	4	1	1	1	-2
CC(=O)N(c1ccc(C)cc1)S(=O)(=O)c1ccc(Cl)cc1	6	-0.6	-6	12	-2	1	-3	4	-5	0
CCCC[C@H](C(=O)N(C)c1ccccc1)[C@@H](O)c1ccc2ccccc2c1	/	/	2	/	-15	-7	-15	/	-4	-2
CC1CCCC(NC(=O)COC(=O)CCC(=O)c2cccs2)C1C (configuration not stated)	-1	-0.4	0	-3	-6	-3	-1	-3	-2	4
Cc1cnc(C(=O)Oc2cccc(Cl)c2Cl)cn1	9	-1.4	3	0	-3	-6	-5	6	-5	4
COc1cc(OC)c(OC)cc1CN1CCSCC1	-2	-2.9	0	8	2	2	-1	1	-2	-6
COC(=O)c1c(C(=O)OC)c2cc(C)ccn2c1Cl	7	0.7	0	1	-2	6	7	-1	0	6
COc1cc(NC(=S)NC(=O)c2c(OC)cccc2OC)ccc1NC(=O)c1cccs1	-6	0.8	6	0	-1	-9	0	-20	-1	2
O=C(NCc1cccs1)C1CCCN1C(=O)Nc1ccc(F)cc1 (configuration not stated)	-1	-1.5	-1	-3	1	7	1	1	1	-5
